Compound activity: PubChem BioAssay, several laboratories
CF NFkB inh: cystic fibrosis NF-kB activation inhibition; KKLEB NF-kB-GFP reporter, PAF-induced, GFP fluorescence overnight; inhibition, % at 5 µM; 360,000 compounds, 0.86% hits; AID 588850;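 active = at least 50% inhibition at 5 µM, scaled per plate between neutral and stimulator controls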;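 also: PAF is a Pseudomonas aeruginosa culture filtrate used as stimulus; plate controls were PAF-stimulated DMSO wells for no effect and unstimulated DMSO wells for full effect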
HIF-2a block: blocks HIF-2a reporter activity; inhibition, % at 18.8 µM; 786-0 RCC cells HIF-2a reporter, luciferase luminescence, overnight; 360,000 compounds, 0.72% hits;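 active = inhibition of the luminescence signal of 40% or more relative to plate controls, in a single-dose primary screen at 18.75 µM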
Peg3 prom inh: reduces Peg3 promoter-driven luciferase expression in HeLa; HeLa PEG-Prom luciferase reporter, luminescence, overnight; inhibition, % at 20 µM; 360,000 compounds, 1.7% hits; AID 588405;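 active = inhibition of at least 50% at 20 µM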
TRPM1 prom inh: reduces MITF-dependent TRPM1 promoter luciferase signal. SK-MEL-5 TRPM1 promoter luciferase, 24 h. 330,000 compounds, 0.83% hits. inhibition, % at 12.5 µM;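 active = mean inhibition across replicates of 60% or more, whatever share of single replicates reaches that level; inconclusive = some that reach 60%, reason not given; inactive = mean inhibition across replicates below 60%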; also: values of inactives mirror those of a sister screen read the other way
Vif inh: HIV Vif inhibition | HEK293T cells, Vif self-association by quenched fluorescence, imaging, 24 h | inhibition, % at 7.49 µM | 340,000 compounds, 0.35% hits | AID 602346; in the data active = inhibition above about 50%, passing the limit was not always enough; inconclusive = no clear call, values can overlap the other calls; inactive = below about 31%; also: some results filed as inactive read as strong as hits
NR2E3 ag-1: activates human NR2E3 receptor; CHO-S Gal4-NCOR/VP16-NR2E3 two-hybrid, luciferase; inhibition of corepressor binding, % at 3.98 µM; 360,000 compounds, 0.35% hits; AID 602229;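 active = inhibition above the mean of all tested compounds plus 3 SD, cut at about 70% in these data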;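 also: 0% = DMSO with NR2E3 transfected cells and 100% = cells lacking NR2E3 construct; higher means lower luciferase signal from less NR2E3 corepressor binding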
Target sequence (Q9Y5X4 whole entry, looked up, the tested form may be a part): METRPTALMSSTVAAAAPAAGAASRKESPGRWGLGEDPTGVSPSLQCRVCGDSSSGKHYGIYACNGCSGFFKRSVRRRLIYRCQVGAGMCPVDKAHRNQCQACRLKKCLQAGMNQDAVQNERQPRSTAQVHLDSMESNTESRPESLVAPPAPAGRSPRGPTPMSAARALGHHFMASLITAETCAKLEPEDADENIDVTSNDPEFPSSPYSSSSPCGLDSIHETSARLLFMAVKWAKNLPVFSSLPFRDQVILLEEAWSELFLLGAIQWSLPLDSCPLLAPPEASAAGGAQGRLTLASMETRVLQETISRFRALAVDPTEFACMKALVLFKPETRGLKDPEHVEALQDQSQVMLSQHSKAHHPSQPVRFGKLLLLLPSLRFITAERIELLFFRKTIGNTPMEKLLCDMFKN
CaV13 ICDI inh: Primary screen for inhibitors of IQ motif and Ca2+-dependent inactivation inhibitor domain binding in CACNA1D, Förster resonance energy transfer in living cells, …. HEK cells, CFP/YFP FRET ICDI-IQ, plate reader, 10 min; percent FRET-ratio fall versus neutral wells. inhibition, % at 12.3 µM. 340,000 compounds, 0.098% hits. AID 743397;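 active = mean replicate inhibition of at least 30% and at least 1% of replicates passing that level; inconclusive = only one of the two criteria is met; inactive = neither criterion is met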;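 also: 0% = median of the neutral control wells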
KKLEB tox: CF airway cell cytotoxicity counter-screen | KKLEB CF airway cells viability, ATPlite luminescence, overnight; stronger effect = lower value; cells stimulated with P. aeruginosa culture filtrate | activity change (cytotoxicity), % at 5 µM | 360,000 compounds, 0.36% hits | AID 602141;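 active = corrected activity change at or below -50% at 5 µM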
PDI turbidity: inhibitors of human protein disulfide isomerase. PDI insulin aggregation turbidity, A650, 90 min. inhibition, % at 10 µM. 350,000 compounds, 0.052% hits. AID 588391;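 active = mean inhibition across replicates of 30% or more, whatever share of single replicates reach that level; inconclusive = mean inhibition below 30% while every single replicate reaches 30%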;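 also: absorbance from insulin aggregation driven by PDI reduction with DTT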
Target sequence (P07237 whole entry, looked up): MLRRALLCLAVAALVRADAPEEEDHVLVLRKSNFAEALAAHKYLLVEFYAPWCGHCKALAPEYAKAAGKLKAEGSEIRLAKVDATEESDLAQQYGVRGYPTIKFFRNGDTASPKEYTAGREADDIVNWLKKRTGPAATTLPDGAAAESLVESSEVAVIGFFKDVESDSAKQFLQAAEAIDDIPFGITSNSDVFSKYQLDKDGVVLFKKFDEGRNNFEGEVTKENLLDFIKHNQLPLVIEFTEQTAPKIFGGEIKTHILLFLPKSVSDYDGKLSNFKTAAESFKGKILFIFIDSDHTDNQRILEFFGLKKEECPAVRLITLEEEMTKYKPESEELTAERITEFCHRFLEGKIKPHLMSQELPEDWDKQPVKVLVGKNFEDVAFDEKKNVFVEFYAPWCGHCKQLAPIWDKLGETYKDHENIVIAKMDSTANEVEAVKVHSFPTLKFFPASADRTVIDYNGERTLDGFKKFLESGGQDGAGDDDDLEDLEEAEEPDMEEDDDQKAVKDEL
Shn3 3UTR inh: reduces Shn3 3'UTR luciferase signal in osteoblasts; Clone20 osteoblast Shn3 3'UTR firefly luciferase, 24 h; inhibition, % at 12.5 µM; 360,000 compounds, 0.52% hits; AID 588674;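 active = mean inhibition of at least 75% with every replicate also reaching 75%; inconclusive = mean inhibition at least 75% but some replicate below; inactive = mean inhibition below 75%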;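 also: 0% = median of neutral control wells and 100% = pilot-screen positive control compound; some compounds past the cut are filed as inactive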
NR2E3 ag-2: agonists of human nuclear receptor NR2E3. inhibition of corepressor binding, % at 4.78 µM. GST-NR2E3/biotin-RetCOR TR-FRET, 1536-well. 320,000 compounds, 0.12% hits. AID 2300;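 active = percent inhibition above the cutoff of mean plus 3 SD of all tested compounds, set per screening campaign, cut at about 20% in these data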;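 also: 0% = DMSO wells and 100% = biotin wells as full block of FRET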
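System: GST-tagged NR2E3 plus biotinylated RetCOR corepressor; Amount: 1.35 nM GST-tagged NR2E3 final; Dosing: single nominal compound dose of 4.8 µM; Schedule: 5 h incubation at 4 °C; Technique: TR-FRET with europium anti-GST and streptavidin-D2, 340 nm excitation; Controls: biotin wells as high control, 0.6% DMSO wells as low control.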
* marks the source's active call; other numbers are inactive results; u = inconclusive; x = no result given.

SMILES	CF NFkB inh	HIF-2a block	Peg3 prom inh	TRPM1 prom inh	Vif inh	NR2E3 ag-1	CaV13 ICDI inh	KKLEB tox	PDI turbidity	Shn3 3UTR inh	NR2E3 ag-2
CCN1/C(=C/c2ccc3cc(C)ccc3[n+]2CC)Sc2cc(C)c(C)cc21	-10.7	11.1	52.2*	69.0*	x	90.5*	-5.8	-13.9	-3.8	35.5	x
COc1ccccc1-n1c(SCC(=O)Nc2ccc(Br)cc2)nc(O)cc1=O	-5.6	18.8	11.1	-0.2	-6.6	-21.2	-15.0	-3.0	-3.3	-33.0	-4.6
COc1ccc(NC(=O)CSc2nc3ccccc3c(=O)n2CCCN2CCOCC2)c(OC)c1	0.8	12.2	11.5	0.9	-26.4	-15.8	3.1	3.2	0.2	20.8	5.2
CC1CN(C(=O)CCC(=O)N2CCN(c3ccccn3)CC2)c2ccccc2O1 (configuration not stated)	10.9	9.8	-1.1	x	0.4	-22.9	-5.3	-6.4	x	-0.3	2.4
O=C(CN1C(=O)S/C(=C\C=C\c2ccccc2)C1=O)Nc1cccc(O)c1	-48.1	-202.5	-255.6	-44.5	-0.8	-9.3	-3.6	15.4	13.3	-89.4	-1.3
Cc1cccn2c(CN[C@@H]3CCCC[C@H]3c3ccccc3)c(C(=O)N3CCOCC3)nc12	-2.0	13.0	10.8	-14.9	11.1	-31.5	-4.9	-6.7	-1.9	9.5	1.2
N#CC(C#N)=C1C(=O)N(CCN2CCCCC2)c2ccccc21	15.7	12.1	7.5	10.5	0.1	-3.5	-4.8	-5.7	-1.7	2.3	-2.8
CCNC(=O)C1(C)CCCN(Cc2ccc(-c3ccccc3)o2)C1 (configuration not stated)	57.8*	-30.3	-9.7	x	-7.0	-9.5	-5.0	-2.6	-3.1	10.4	x
Cc1cc(C)c(S(=O)(=O)NC2CC2)c(C)c1	6.9	13.0	9.6	-6.8	-4.8	2.4	-4.2	16.0	-7.4	2.1	-2.4
CCOC(=O)N1CCN(C2CCCN(C(=O)c3cccc(N(C)C)c3)C2)CC1 (configuration not stated)	14.4	-10.3	-9.2	-6.6	-8.5	5.8	-3.1	-0.3	-8.5	-17.8	2.0
CCC(Oc1ccccc1)C(=O)Nc1cc(C)on1 (configuration not stated)	3.8	-126.7	-83.4	x	-3.8	-17.8	-3.4	-13.3	x	-32.4	0.2
COc1ccc(Cc2nnc(SCC(=O)Nc3ccccc3C#N)o2)cc1	-12.6	8.4	10.2	7.3	-7.3	-18.7	-6.2	-2.3	-2.0	-11.7	5.3
Cc1noc(C)c1C(=O)OC(C)C(=O)Nc1ccc2c(c1)OCO2 (configuration not stated)	23.1	7.9	5.9	0.3	6.7	15.3	-5.8	1.3	-14.8	-1.0	x
COc1ccc(S(=O)(=O)N(C)c2ccc(C(=O)N3CCCC3)cc2)cc1	5.9	2.9	14.6	-0.7	-3.0	-9.8	2.4	1.0	-1.6	-10.7	-0.2
COc1ccccc1C(=O)NC(=S)Nc1ccc(N2CCOCC2)cc1	-55.2	-101.3	-72.8	x	4.2	-51.7	-4.9	1.5	-2.0	-4.9	x
N#Cc1c(N2C(=O)Nc3ccccc3N2O)sc2c1CCCCCC2	5.7	-39.2	-13.9	-1.8	-8.0	-28.0	-4.7	7.1	1.2	-12.3	0.3
CCOC(=O)C1CCN(C(=O)CSc2c3c(nc4ccccc24)CCC3)CC1	21.1	23.5	21.1	0.9	1.2	34.1	-4.6	-3.2	-5.6	1.8	0.7
Cc1cccc(C(=O)N2CCCCCC2)c1[N+](=O)[O-]	21.6	18.3	13.9	0.0	-1.9	-4.8	-3.8	1.6	19.6	10.3	-0.3
O=C(O)c1ccccc1C(=O)NNc1cccc(Cl)n1	8.3	2.4	-5.3	-1.1	12.3	-66.2	-4.0	5.8	2.9	-59.5	3.8
CCOC(=O)CSC1=NC(=O)/C(=C/c2ccc(Br)cc2)S1	41.7	-129.9	74.5*	53.5	0.1	-87.0	-3.1	-16.3	-5.9	-79.6	6.7
CC(=O)Oc1ccc(Cn2c(C)c(C(=O)NCc3ccccc3C(F)(F)F)sc2=O)cc1	3.7	1.9	-9.4	x	1.2	-9.7	u	1.5	15.9	-11.3	x
Cc1cc(OCC(=O)NCCCN2CCCC2=O)c2c(C)c(C)c(=O)oc2c1	-21.6	-8.5	1.4	9.4	-8.5	-4.6	-14.2	8.6	3.1	-18.1	2.3
O=C(CN1C(=O)C2CC=CCC2C1=O)N1CCN(S(=O)(=O)c2ccccc2)CC1 (configuration not stated)	-14.5	6.3	0.6	0.8	-3.4	-7.4	-6.3	8.2	-7.7	-13.3	x
COc1ccc(CCNc2nc(-c3sc(C)nc3C)cs2)cc1OC	19.6	-8.5	-1.6	-4.9	4.2	11.0	-5.8	-5.5	6.6	6.5	0.3
Cc1cc(NC(=O)c2ccc(Cl)cc2)n(CCOC(=O)c2ccc(Cl)cc2)n1	-0.2	3.0	9.8	15.5	-13.8	-26.8	-2.7	3.2	9.1	0.7	1.7

Entries from the list above that contain a Cl atom, in the order listed:
SMILES	CF NFkB inh	HIF-2a block	Peg3 prom inh	TRPM1 prom inh	Vif inh	NR2E3 ag-1	CaV13 ICDI inh	KKLEB tox	PDI turbidity	Shn3 3UTR inh	NR2E3 ag-2
O=C(O)c1ccccc1C(=O)NNc1cccc(Cl)n1	8.3	2.4	-5.3	-1.1	12.3	-66.2	-4.0	5.8	2.9	-59.5	3.8
Cc1cc(NC(=O)c2ccc(Cl)cc2)n(CCOC(=O)c2ccc(Cl)cc2)n1	-0.2	3.0	9.8	15.5	-13.8	-26.8	-2.7	3.2	9.1	0.7	1.7

(further entries)
SMILES	CF NFkB inh	HIF-2a block	Peg3 prom inh	TRPM1 prom inh	Vif inh	NR2E3 ag-1	CaV13 ICDI inh	KKLEB tox	PDI turbidity	Shn3 3UTR inh	NR2E3 ag-2
CC1CCCCC1NC(=O)CN1c2cccc3cccc(c23)S1(=O)=O (configuration not stated)	-14.0	-4.2	8.4	8.0	-3.1	0.3	-2.6	1.6	10.4	-8.0	2.2
O=C1CC(c2ccccc2)NC(=S)N1 (configuration not stated)	-14.7	12.4	1.0	x	3.6	-2.9	-4.0	-5.8	-0.1	-10.4	x
CCOC(=O)c1cc(-c2ccc(OC)cc2)nc2c1c(C)nn2CCC(N)=S	-3.6	5.3	9.1	-6.2	-11.3	-7.4	0.4	-7.1	4.0	23.8	-0.9
COc1ccc(OCC(=O)OCC(=O)NC2CC2)cc1	-5.9	-1.3	1.4	6.1	-4.7	12.7	-2.1	-14.8	1.5	-5.1	2.6
O=C(CCN1C(=O)/C(=C/c2ccccc2Cl)SC1=S)N1CCCC1	53.2*	-10.8	73.4*	41.2	6.0	-30.3	-2.7	-4.5	-17.9	47.1	-0.4
Cc1ccc(NC(=O)c2ccc(S(=O)(=O)N3CCCCC3)cc2)cc1	5.8	4.2	22.6	-0.5	3.6	10.2	-3.7	-0.7	-12.0	8.6	-0.6
Cc1ccc(C(=O)OCC(=O)N2CCC(Cc3ccccc3)CC2)cc1N	1.7	2.3	-11.2	-10.3	12.1	-2.0	-9.4	3.3	6.4	2.6	4.0
COC(=O)[C@]1(C)N[C@H](CN(C)C(=O)c2ccc(F)cc2)[C@@H]2C(=O)N(Cc3ccccc3)C(=O)[C@@H]21	-3.7	11.9	-9.0	1.6	0.7	-19.2	-4.9	8.5	-3.7	49.9	x
COc1ccc(OCC(=O)Nc2ccc3c(c2)nc(CCn2ccccc2=O)n3C)cc1	-4.1	6.6	-2.9	1.9	3.2	-15.5	-5.3	-1.1	6.4	-17.8	-2.7
CCc1nnc(NC(=O)CSCc2cc(=O)n3nc(C)sc3n2)s1	3.7	3.7	4.0	13.1	12.5	-6.0	-5.2	9.0	-0.3	-17.0	-2.7
CC(C)NC[C@H](O)c1ccc(O)c(O)c1	-6.1	0.6	5.1	3.6	31.2	-14.1	-4.5	35.3	-5.7	2.2	-1.9
Cc1ccccc1OCC(=O)N/N=C/c1cn(Cc2ccccc2)c2ccccc12	6.7	8.6	42.3	7.7	-1.2	-18.2	-3.7	-8.8	-17.7	13.7	-1.5
Cc1cc(C)cc(C(=O)NC(CC(N)=O)c2ccc(NC3CCCCCCC3)c([N+](=O)[O-])c2)c1 (configuration not stated)	-12.1	4.7	14.0	-6.5	1.7	-33.1	-11.8	14.7	-9.5	-21.2	2.2
COc1ccc(NC(=O)N(C)[C@H]2C[C@H]3c4[nH]c5ccccc5c4CCN3C[C@H]2[C@H](C)O)cc1	25.5	-11.8	-7.1	x	x	-35.1	-3.8	-13.2	-2.6	1.2	x
CCO/C=C1\C(=O)N(CC)c2ccccc21	16.6	10.4	16.4	-2.2	11.0	-11.0	-4.1	-6.0	-4.2	18.3	-0.4
Cn1c2c(c(=O)[nH]c1=O)C(NC(=O)c1ccco1)(C(F)(F)F)C(=O)N2 (configuration not stated)	3.1	12.6	1.3	-2.3	-5.4	-25.7	-4.2	-1.7	-3.1	-2.0	1.8
CCc1ccccc1OCC(=O)Nc1ccc2c(c1)OCCO2	1.2	-230.6	-370.9	-95.0	12.9	-31.3	-7.3	12.7	-30.1	-96.3	6.0

Some of the entries so far, bar-delimited:
molecule | CF NFkB inh | HIF-2a block | Peg3 prom inh | TRPM1 prom inh | Vif inh | NR2E3 ag-1 | CaV13 ICDI inh | KKLEB tox | PDI turbidity | Shn3 3UTR inh | NR2E3 ag-2
COc1ccc(OCC(=O)Nc2ccc3c(c2)nc(CCn2ccccc2=O)n3C)cc1 | -4.1 | 6.6 | -2.9 | 1.9 | 3.2 | -15.5 | -5.3 | -1.1 | 6.4 | -17.8 | -2.7
CCc1nnc(NC(=O)CSCc2cc(=O)n3nc(C)sc3n2)s1 | 3.7 | 3.7 | 4.0 | 13.1 | 12.5 | -6.0 | -5.2 | 9.0 | -0.3 | -17.0 | -2.7
CC(C)NC[C@H](O)c1ccc(O)c(O)c1 | -6.1 | 0.6 | 5.1 | 3.6 | 31.2 | -14.1 | -4.5 | 35.3 | -5.7 | 2.2 | -1.9
Cc1ccccc1OCC(=O)N/N=C/c1cn(Cc2ccccc2)c2ccccc12 | 6.7 | 8.6 | 42.3 | 7.7 | -1.2 | -18.2 | -3.7 | -8.8 | -17.7 | 13.7 | -1.5
